TR SRC2 fluor cs: counter-screen for TRb-SRC2 inhibitors: fluorescence interference | Potency, µM (series often up to 106 µM), for inactives: top-dose fluorescence change, negative = quenching | AID 1479 | TRb/SRC2 Texas Red total fluorescence interference | 0.29% of 280,000 active; active = well fitted curve in either direction with a large enough effect; inconclusive = small, poorly fitted or top-dose-only effect; note: % is set by controls: 0 for no effect and ±100 for the full control effect
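Flags fluorescent or light-absorbing compounds by total fluorescence, S + 2P, at 555 nm excitation and 632 nm emission. Mixture: 20 nM Texas Red SRC2 peptide, 0.6 uM human TRb LBD, 1 uM T3, 5% DMSO; compound exposure 5 h at ambient temperature.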
RECQ1 inh: blocks DNA unwinding by human RECQ1; AID 2549; RECQ1 DNA unwinding, red fluorescence kinetic read; Potency, µM (series often up to 57.3 µM), for inactives: top-dose activity, negative = inhibition, usual class: inhibitors; 0.54% of 240,000 active;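 note: plate controls were vehicle for no effect and no enzyme for full effect; nearly all actives have a fitted effect of over 30% in size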
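RECQ1T1 50 nM; forked duplex (20 bp + 30-nt ss tails) 200 nM, ATP 2 mM final; pH 8.0, 2 mM MgCl2, 2.5 ug/ml poly(dI-dC); 15 min compound preincubation; discontinuous kinetic read over 2 h at RT.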
L3MBTL1 block: inhibitors of human L3MBTL1. AlphaScreen L3MBTL1–H3K9me1 peptide binding. Potency, µM (top dose mostly 57.1 µM), for the others: at the highest dose activity, negative = inhibition, hits mostly inhibitors. 0.66% of 230,000 active. Q9Y468; note: % is set by controls: 0 for no effect and ±100 for the full control effect; nearly all actives have a fitted effect of over 60% in size
Target sequence (Q9Y468 whole entry, looked up): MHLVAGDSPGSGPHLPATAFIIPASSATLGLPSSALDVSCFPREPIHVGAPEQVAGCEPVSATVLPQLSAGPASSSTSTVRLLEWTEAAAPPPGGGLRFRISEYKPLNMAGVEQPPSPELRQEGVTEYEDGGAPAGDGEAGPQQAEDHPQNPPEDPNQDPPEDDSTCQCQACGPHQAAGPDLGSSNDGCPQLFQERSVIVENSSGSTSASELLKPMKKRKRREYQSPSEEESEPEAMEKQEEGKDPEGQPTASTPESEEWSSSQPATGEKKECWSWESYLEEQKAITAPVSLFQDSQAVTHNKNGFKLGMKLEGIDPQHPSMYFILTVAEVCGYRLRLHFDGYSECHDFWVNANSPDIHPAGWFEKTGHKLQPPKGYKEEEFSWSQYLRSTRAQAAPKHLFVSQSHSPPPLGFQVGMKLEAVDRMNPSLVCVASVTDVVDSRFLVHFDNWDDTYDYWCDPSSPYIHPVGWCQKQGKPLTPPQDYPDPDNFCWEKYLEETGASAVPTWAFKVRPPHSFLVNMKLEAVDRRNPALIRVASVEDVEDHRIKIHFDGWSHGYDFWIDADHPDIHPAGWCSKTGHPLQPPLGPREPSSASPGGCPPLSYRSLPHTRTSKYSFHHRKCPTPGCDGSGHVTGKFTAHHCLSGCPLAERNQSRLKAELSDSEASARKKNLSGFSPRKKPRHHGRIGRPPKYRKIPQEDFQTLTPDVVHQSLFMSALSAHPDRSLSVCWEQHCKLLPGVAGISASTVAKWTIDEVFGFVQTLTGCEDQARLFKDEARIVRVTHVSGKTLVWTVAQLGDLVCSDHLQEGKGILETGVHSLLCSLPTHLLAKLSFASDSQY
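Read-out is AlphaScreen signal from streptavidin donor and nickel chelate acceptor beads (10 ug/mL final each) bridging L3MBTL1 (50 nM) and biotinylated K9-monomethylated H3(1-15) peptide (75 nM), after 30 min compound exposure at room temperature.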
HTT ATP protect: cytoprotection in Huntington HTT-Q103 PC12 cell model. PC12 HTT-Q103 induced, cytoprotection, ATP luminescence, 40 h. Potency, µM (titrated, usually from 56.4 µM), for inactives: cytoprotection (ATP increase), most hits filed as activators. 0.14% of 230,000 active. AID 1471;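 note: % of control where 0% means no effect; nearly all actives have a fitted effect of over 45% in size; toxic huntingtin expression switched on by the ecdysone agonist tebufenozide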
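Stable PC12 Q103-GFP cells in serum-supplemented, phenol red-free DMEM; induction by tebufenozide at 100 nM final; compound dose series; cell viability quantified luminescently from ATP.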
Tau FP inhib: blocks human tau fibril formation measured by polarization; 0.39% of 280,000 active; K18 P301L tau heparin fibrillization, Alexa594 FP, 6 h; Potency, µM (highest dose often 57.7 µM), for the others: at the top dose activity, negative = inhibition, hits mostly inhibitors; P10636; note: % is set by controls: 0 for no effect and ±100 for the full control effect; nearly all actives have a fitted effect of over 55% in size
Target sequence (P10636 561-689 P618L limits assumed): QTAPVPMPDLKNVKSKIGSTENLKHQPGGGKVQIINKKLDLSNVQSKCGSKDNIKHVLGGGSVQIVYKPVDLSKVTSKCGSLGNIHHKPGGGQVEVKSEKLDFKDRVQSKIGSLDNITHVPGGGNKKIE
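Read-out: fluorescence polarization of Alexa 594-labeled tau (0.24 uM), 555 nm excitation, 632 nm emission. Mixtures held 15 uM unlabeled K18 P301L, compound and 20 uM heparin, pH 7 acetate buffer, incubated 6 hr at 37 C.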
Tau fibril ThT: tau fibrillization inhibition (ThT binding); P10636; 2.1% of 270,000 active; AID 1460; Potency, µM (titrated, usually from 57.4 µM), for inactives: top-dose activity, negative = inhibition, usual class: inhibitors; recombinant tau K18 P301L, heparin-induced fibrillization, ThT fluorescence; note: % is set by controls: 0 for no effect and ±100 for the full control effect; nearly all actives have a fitted effect of over 55% in size
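K18 P301L tau (15 uM + 0.24 uM Alexa 594-tagged), heparin 20 uM, NaOAc pH 7, 6 h 37 C; ThT 30 uM, 1 h RT, ex 450/em 510 nm.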
Tau fluor cs: counter-screen for tau fibril formation inhibitors. tau K18 P301L Alexa594 fluorescence, heparin fibrillization. Potency, µM (top dose mostly 57.7 µM), without a hit: at the highest dose activity change, negative = decrease. 0.93% of 280,000 active; note: % is set by controls: 0 for no effect and ±100 for the full control effect; nearly all actives have a fitted effect of over 55% in size
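Human tau K18 P301L (15 uM unlabeled, 0.24 uM Alexa 594-labeled) in 100 mM sodium acetate pH 7 with 20 uM heparin, 6 hr at 37 C. ThT 30 uM added, 1 hr ambient; Alexa 594 FP and total fluorescence read at 555/632 nm.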
TRb SRC2 PPI: TRbeta-SRC2 interaction inhibition. P10828. TRbeta-SRC2 peptide binding, fluorescence polarization; receptor liganded with 1 µM T3. Potency, µM (titrated, usually from 106 µM), without a hit: top-dose activity change, negative = inhibition, actives largely listed as inhibitors. 0.065% of 280,000 active;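 note: plate controls were bound peptide for no effect and peptide without receptor for full effect; nearly all actives have a fitted effect of over 50% in size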
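Fluorescence polarization of 20 nM Texas Red SRC2 peptide (20-aa NR interaction domain) bound to 0.6 uM human TRb ligand-binding domain, with 1 uM T3, after 5 hr at ambient temperature; inhibition seen as decreased polarization.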
* marks the source's active call; other numbers are inactive results; i = inactive; ? = inconclusive; · = no result given; [ ] = dose if it differs, or a comment. Unless noted, calls come from the whole dose curve; as a rule, active = well fitted curve in the direction sought with a large enough effect; inconclusive = small, poorly fitted or top-dose-only effect, or another doubt; inactive = no such curve, though single readings can be large; an effect the other way counts as inactive or inconclusive. Potency is the fitted concentration of half-maximal effect.

A first look, 2 compounds:
SMILES | TR SRC2 fluor cs | RECQ1 inh | L3MBTL1 block | HTT ATP protect | Tau FP inhib | Tau fibril ThT | Tau fluor cs | TRb SRC2 PPI
CN(c1cnn(-c2ccccc2)c(=O)c1Cl)n1cccc1 | -2% | -2% | -12% | -6%[10 µM] | -4% | -15% | -18% | -7%
Cc1ccc(N2CSC3=C(C#N)C(c4cccs4)CC(=O)N3C2)cc1 (centres undefined) | -2% | -30% | · | -38% | ? | ? | -20% | 0%

The listing, from the first entry:
SMILES | TR SRC2 fluor cs | RECQ1 inh | L3MBTL1 block | HTT ATP protect | Tau FP inhib | Tau fibril ThT | Tau fluor cs | TRb SRC2 PPI
CN(c1cnn(-c2ccccc2)c(=O)c1Cl)n1cccc1 | -2% | -2% | -12% | -6%[10 µM] | -4% | -15% | -18% | -7%
Cc1ccc(N2CSC3=C(C#N)C(c4cccs4)CC(=O)N3C2)cc1 (centres undefined) | -2% | -30% | · | -38% | ? | ? | -20% | 0%
CC(C)(C)c1ccc(CN2N=C(/C=C/c3ccccc3)CCC2=O)cc1 | -3% | -25% | 21% | ? | 6% | -11% | -15% | 16%
COc1cc(SC)ccc1C(=O)NCCOc1ccc(F)cc1 | 0% | i | 10% | · | 3% | ? | -9% | 4%
O=C(NCCN1CCN(c2cccc(Cl)c2)CC1)Nc1ccccc1 | 0% | · | · | · | -13% | ? | ? | 5%
Cc1ccc(C(C)C)c(OCc2nn(CC(=O)c3ccc(OC(F)F)cc3)c3[n+]2CCCCC3)c1 | -7% | 10% | 20% | -36%[10 µM] | 9% | 4% | 10% | -9%
CSC(=Nc1ccccc1)Nc1ccccc1 | 0% | i | 11% | 34%[10 µM] | 6% | -9% | -15% | -1%
Cn1c(SCC(N)=O)nnc1C1CCN(C(=O)NC2CCCCC2)CC1 | 1% | -3% | 0% | 7%[10 µM] | 0% | -2% | 7% | -14%
N[C@@H](Cc1ccccc1)c1nnc(SCc2ccccc2Cl)o1 | -4% | -4% | 4%[11.4 µM] | -2% | 7% | -18% | -9% | -4%
Cc1nc2nc(C)c(CCC(=O)N3CCN(c4ccccn4)CC3)c(C)n2n1 | 1% | i | 6% | -7% | -2% | -9% | -1% | 3%
COc1cc(C2NC(=S)NC(c3ccccc3)=C2C(C)=O)cc(Cl)c1OCC(=O)O (centres undefined) | · | ? | 9% | 7% | 1% | -4% | 0% | ·
Cn1c(SCCOc2ccccc2Cl)nnc1-c1cccs1 | -2% | 1% | -3% | -2%[1.9 µM] | 1% | 2% | 4% | -12%
Cc1ccc2nc(SC(C)C(=O)NCc3ccco3)[nH]c2c1 (centres undefined) | 1% | -8% | 1% | 8% | -1% | -6% | -10% | -7%
CC1CN(c2ncc(/C=N/NC(=O)c3ccccc3O)s2)CC(C)O1 (centres undefined) | -5% | i | · | -11% | 18% | ? | -22% | 0%
FC(F)(F)c1nnc2ccc(N3CCCCCC3)nn12 | 2% | -2% | 7% | 3%[10 µM] | 2% | 2% | -5% | -3%
COc1ccccc1N1CCN(c2ncnc3c2cnn3-c2cc(Cl)ccc2C)CC1 | -1% | · | · | · | 12% | ? | -26% | 8%
CCOC(=O)c1nc(C)n(-c2cc(Cl)cc(Cl)c2)n1 | 1% | -4% | 3% | 16% | 1% | -3% | -6% | 1%
Cc1[nH]c2ccccc2c1CCN(Cc1cccnc1)C(=S)Nc1cccc(F)c1 | 0% | -9% | · | -30% | ? | -11% | ? | -6%
Cc1ccc(C)c(CSc2nnc([C@@H]3CCCN3)o2)c1 | -2% | -6% | · | -31%[10 µM] | 5% | · | 2% | -1%
CCN=C(Nc1ccc2c(c1)OCO2)SC1CC(=O)N(c2ccc(OC)cc2)C1=O (centres undefined) | 0% | -6% | -2% | -13%[10 µM] | -2% | -10% | ? | -7%
N#C/C(C(=O)N1CCCC1)=C1/N=C(N)c2ccccc21 | -2% | i | 6% | -20%[10 µM] | 10% | -6% | -4% | -3%
O=C(NCc1cccc(Br)c1)C1CCN(C(=O)c2sccc2-n2cccc2)CC1 | 7% | · | · | · | 2% | -14% | -16% | 0%
CCOC(=O)CN1C(=O)N[C@@H](c2cccs2)C(C(=O)OC)=C1C | 2%[11.2 µM] | i[11.5 µM] | · | 21%[10 µM] | 5%[11.6 µM] | 6%[11.5 µM] | 4%[11.6 µM] | 3%[11.2 µM]
CCc1cc2ccc(C)cc2nc1SCC(=O)Nc1cc(C)on1 | -2% | -6% | -2% | 12%[10 µM] | -1% | 2% | -4% | -3%
CCC(CC)C(=O)Nc1ccc2nc(SCC(=O)N3c4ccccc4CC3C)sc2c1 (centres undefined) | 4% | · | · | · | -13% | 2% | -16% | 7%

(more compounds)
SMILES | TR SRC2 fluor cs | RECQ1 inh | L3MBTL1 block | HTT ATP protect | Tau FP inhib | Tau fibril ThT | Tau fluor cs | TRb SRC2 PPI
CC(C)N(C(=O)CS(=O)(=O)c1ccc(Cl)c(Cl)c1)C(C)C | -6% | i | 12% | 9%[10 µM] | 1% | 2% | 0% | -2%
COCCN(C(=O)Nc1ccc(OC)cc1OC)C1CCN(C(C)C)CC1 | -1% | -1% | 3% | -11%[0.074 µM] | 0% | -12% | 2% | -2%
Cc1ccnc2c(N3C(=O)C4C5c6ccccc6C(c6ccccc65)C4C3=O)cccc12 (centres undefined) | -2% | 1% | ? | -50%[inhibitor] | -2% | -15% | -11% | -7%
N#CC1=C(N)Nc2ncnn2C1c1ccc(F)cc1 (centres undefined) | 2% | -5% | 2% | 14%[10 µM] | -5% | -12% | -3% | -19%
COc1ccc(N2CCN(C(=O)CSc3nnc(-c4cccnc4)n3-c3ccccc3)CC2)cc1 | 1% | 9% | · | -24%[10 µM] | -4% | ? | -24% | 2%
CC(=O)c1ccc(NC(=O)CO/N=C(\C)c2cccs2)cc1 | -5% | -4% | 4% | -13%[10 µM] | 2% | -8% | 2% | 3%
COc1cc(-c2noc(-c3cccc(Cl)c3)n2)cc(OC)c1OC | 0% | -3% | -9%[11.4 µM] | ? | 3% | 5% | 8% | -2%
O=C(NC1(C(F)(F)F)NC(=O)N(Cc2cccnc2)C1=O)c1ccccc1 (centres undefined) | -1% | -4% | 6% | -25% | 1% | -7% | -4% | -3%
CC(C)c1ccc(NC(=O)C(c2ccccc2)N2CC(=O)Nc3ccccc32)cc1 (centres undefined) | -3% | -14% | -2% | · | 5% | -2% | -6% | 11%
COC(=O)C1=C(C)N(C)C(=O)NC1c1ccc(C)cc1 (centres undefined) | -4% | -6% | 3% | -1% | 3% | 1% | 5% | 1%
Cc1cccn2c(=O)c(/C=C(\C#N)C(=O)NCc3ccco3)c(N3CCOCC3)nc12 | -3% | -2% | -7% | -1%[10 µM] | -2% | -18% | -9% | 7%
CC1CCC(NC(=O)C2CCN(C(=O)NC3CCCCC3)CC2)CC1 (centres undefined) | 0% | -20% | -5% | -5% | -6% | 6% | 3% | -19%
COC(=O)C1C(=O)c2c([nH]c(C(=O)OC3CCCCC3)c2C)CC1C (centres undefined) | 1% | -2% | -7% | 0%[10 µM] | -6% | -1% | -11% | 7%
O=[N+]([O-])c1ccc(N2CCOCC2)cc1N1CCCCC1 | -3% | -11% | -16% | -36%[inhibitor] | 1% | ? | 2% | -2%
CCn1c2ccccc2c2cc(NC(=O)C(C)Oc3ccccc3)ccc21 (centres undefined) | 3% | i | -7% | -13% | ? | ? | ? | -1%
COc1cccc(NC(=O)COC(=O)CNS(=O)(=O)c2c(F)cccc2F)c1 | -2% | -4% | -5% | 18%[10 µM] | -1% | -8% | -15% | -5%
COc1ccc(CNC(=O)CS(=O)Cc2nc(-c3ccccc3C)oc2C)cc1 (centres undefined) | -5% | -2% | · | -32% | 2% | -23% | -14% | -6%
Cc1ccc(S(=O)(=O)Nc2ccncc2)c(C)c1N(C)S(=O)(=O)c1ccc(F)cc1 | 0% | 0% | 7% | 11%[10 µM] | 5% | 4% | 1% | -6%
BrC/C=C/CBr | -1% | -7% | · | -10% | · | · | · | 7%

Exported as labelled records: part of the list above.
COc1cccc(NC(=O)COC(=O)CNS(=O)(=O)c2c(F)cccc2F)c1
- TR SRC2 fluor cs: -2%
- RECQ1 inh: -4%
- L3MBTL1 block: -5%
- HTT ATP protect: 18%[10 µM]
- Tau FP inhib: -1%
- Tau fibril ThT: -8%
- Tau fluor cs: -15%
- TRb SRC2 PPI: -5%

CC(C)N(C(=O)CS(=O)(=O)c1ccc(Cl)c(Cl)c1)C(C)C
- TR SRC2 fluor cs: -6%
- RECQ1 inh: i
- L3MBTL1 block: 12%
- HTT ATP protect: 9%[10 µM]
- Tau FP inhib: 1%
- Tau fibril ThT: 2%
- Tau fluor cs: 0%
- TRb SRC2 PPI: -2%

BrC/C=C/CBr
- TR SRC2 fluor cs: -1%
- RECQ1 inh: -7%
- L3MBTL1 block: ·
- HTT ATP protect: -10%
- Tau FP inhib: ·
- Tau fibril ThT: ·
- Tau fluor cs: ·
- TRb SRC2 PPI: 7%

Compound activity deposited in PubChem by National Center for Advancing Translational Sciences (NCATS).

Only part of the results is shown; rates above refer to the full screens.
